Source: PubChem
NCI-60 one-dose screen, 48 h, at 10 µM unless noted. Numbers give growth in % (100 = growth as untreated, 0 = no growth, -100 = all killed).
SK-MEL-5: SK-MEL-5 melanoma | actives 6.4% (n = 80,000) | AID 1794755
LOX IMVI: LOX IMVI melanoma; actives 7.4% (n = 79,000)
UACC-257: UACC-257 melanoma. AID 1794764. actives 4.4% (n = 78,000)
MALME-3M: MALME-3M melanoma; actives 5.8% (n = 78,000); AID 1794766
MDA-MB-435: MDA-MB-435 melanoma; actives 7.8% (n = 82,000); AID 1794794
SK-MEL-28: SK-MEL-28 melanoma. actives 4.1% (n = 81,000). AID 1794761
SK-MEL-2: SK-MEL-2 melanoma; actives 4.7% (n = 77,000)
UACC-62: UACC-62 melanoma. actives 5.4% (n = 81,000)
The depositor's hits bear a star; x = no result given. Rule for the calls: active = growth percent below 10; inactive = the rest.

entry | SMILES | SK-MEL-5 | LOX IMVI | UACC-257 | MALME-3M
1 | CSc1nc2c(c(=O)[nH]1)C(c1ccc(Cl)cc1)C1=C(N2)/C(=C/c2ccc(Cl)cc2)CNC1 (configuration not stated) | 77 | -61* | 82 | 92
2 | CC(=O)Oc1ccc(/C(=C(\C)c2ccc(Cl)cc2)c2ccc(OCCN3CCCCC3)cc2)cc1 | 37 | -65* | -35* | -6.4*
3 | c1ccc(CN2CCc3c(sc4ncnc(N5CCOCC5)c34)C2)cc1 | 101 | 99 | 102 | 99
4 | Cc1cccc([N+](=O)[O-])c1I | 109 | 101 | 97 | 116
5 | CCCn1c(N)c(C(N)=O)sc1=S | 111 | 94 | 109 | 105
6 | COc1cc(CNC(=O)C2CCC(=O)N2)cc(OC)c1OC (configuration not stated) | 112 | 98 | 111 | 96
7 | Cc1sc2ccccc2[n+]1C | 109 | 105 | 107 | 120
8 | COc1nc(OC)nc(-c2cnc3cc(O)c(OC)cc3c2)n1 | 100 | 82 | 110 | 102
9 | O=C1c2cccc3cccc(c23)C(=O)N1N1C(=O)c2cccc3c(NC4CCCCC4)ccc(c23)C1=O | 97 | 92 | 100 | 91
10 | CCCCOC(=O)N1CCCC1 | 99 | 99 | x | x
11 | NS(=O)(=O)c1ccc(Nc2nc(O)c(/C=C3/C=c4ccccc4=NC3=O)s2)cc1 | 102 | 102 | 96 | 73
12 | O=C(O)/C=C\C(=O)Nc1nccs1 | 108 | 94 | 92 | 126
13 | COC(=O)/C=C/c1cccc2c1C(=O)NC(C)(c1cc3cc(Cl)ccc3oc1=O)N2 (configuration not stated) | 32 | 47 | 69 | 66
14 | Cn1cnc2c(Nc3ccccn3)nc(Cl)nc21 | 100 | 98 | 101 | 104
15 | OCc1ccccc1Cn1ccnc1 | 98 | 91 | 104 | 89

entry | MDA-MB-435 | SK-MEL-28 | SK-MEL-2 | UACC-62
1 | 34 | 88 | 78 | 89
2 | -5.9* | -48* | 58 | 43
3 | 103 | 102 | 113 | 92
4 | 103 | 114 | 112 | 107
5 | 109 | 105 | 93 | 98
6 | 101 | 102 | 116 | 99
7 | 105 | 90 | 105 | 93
8 | 105 | 110 | 101 | 92
9 | 102 | 100 | 105 | 84
10 | 102 | 109 | 109 | 87
11 | 102 | 110 | 103 | 92
12 | 117 | 134 | x | 85
13 | 55 | 78 | 41 | 37
14 | 104 | 100 | 106 | 100
15 | 92 | 97 | 109 | 103

More structures follow.
entry | SMILES | SK-MEL-5 | LOX IMVI | UACC-257 | MALME-3M
16 | c1cc2ccc1CNCCN1CCNCc3ccc(cc3)Oc3ccc(cc3)CNCCN(CCNCc3ccc(cc3)O2)CCNCc2ccc(cc2)Oc2ccc(cc2)CNCC1 | 66 | -94* | 38 | -5.0*
17 | Cn1cc(-c2ccc3cc(-c4ccc(CC(=O)Nc5cc(C(C)(C)C)on5)cc4)cnc3c2)cn1 | 27 | 30 | 5.8* | -16*
18 | Cc1c(COc2ccc(-c3cnco3)cc2)c(C)c(COc2ccc(-c3cnco3)cc2)c(C)c1COc1ccc(-c2cnco2)cc1 | 93 | 102 | 98 | 99
19 | COC(=O)/C=C/CBr | 98 | 93 | 97 | 111
20 | Oc1ccccc1CNCc1ccccc1 | 105 | 96 | 95 | 110
21 | COc1cc(/C=C/C(=O)c2ccc3c(c2)OCCO3)c(Cl)c(OC)c1OC | 83 | 74 | 64 | 88
22 | COc1ccc(-c2nn(-c3cccc(Cl)c3)cc2-c2nc(N)[nH]c(=O)c2C(C)=O)cc1 | 83 | 77 | 107 | x
23 | [2H]c1c(C([2H])([2H])CC)[nH]c(=S)[nH]c1=O | 100 | 101 | 95 | 90
24 | CN(C)c1ccc(/C=C/c2cnccn2)cc1 | x | 110 | 117 | 111
25 | C[C@@H]1N=C(c2coc3ccccc23)Nc2nc3ccccn3c2C1=O | 86 | 99 | 99 | 84
26 | CCOC(=O)CCn1cnc(N)n1 | 97 | 96 | 104 | 92
27 | [B-][N+](CC)(CC)c1ccccc1 | 104 | 109 | 105 | 98
28 | CC(=O)C1=CC=C(c2cc3cc(Br)ccc3oc2=O)NC1C(F)(F)F (configuration not stated) | 98 | 107 | 98 | 84
29 | COC(=O)c1ccc2c(c1)c1c(C)c3cccnc3c(C)c1n2C | 92 | 57 | 116 | 70
30 | C=C(C)[C@@H]1CC[C@]2(/C=C(/C#N)C(=O)ON)CC[C@]3(C)[C@H](CC[C@@H]4[C@@]5(C)CCC(=O)C(C)(C)[C@@H]5CC[C@]43C)[C@@H]12 | 64 | 99 | 87 | 100

entry | MDA-MB-435 | SK-MEL-28 | SK-MEL-2 | UACC-62
16 | -96* | 15 | -94* | -76*
17 | 17 | 29 | 19 | 11
18 | 96 | 107 | 59 | 98
19 | 97 | 97 | 104 | 94
20 | 120 | 111 | 112 | 109
21 | 76 | 93 | 95 | 77
22 | 42 | 104 | 88 | 79
23 | 100 | 109 | 101 | 83
24 | 98 | 107 | 105 | 95
25 | 97 | 97 | 91 | 87
26 | 110 | 118 | 108 | 117
27 | x | 100 | 113 | 111
28 | 97 | 108 | 109 | 94
29 | 82 | 101 | 98 | 75
30 | 84 | 95 | 100 | 71

10 structures out of the list, ordered by molar mass, lowest first:
entry | SMILES | SK-MEL-5 | LOX IMVI | UACC-257 | MALME-3M
27 | [B-][N+](CC)(CC)c1ccccc1 | 104 | 109 | 105 | 98
23 | [2H]c1c(C([2H])([2H])CC)[nH]c(=S)[nH]c1=O | 100 | 101 | 95 | 90
26 | CCOC(=O)CCn1cnc(N)n1 | 97 | 96 | 104 | 92
20 | Oc1ccccc1CNCc1ccccc1 | 105 | 96 | 95 | 110
29 | COC(=O)c1ccc2c(c1)c1c(C)c3cccnc3c(C)c1n2C | 92 | 57 | 116 | 70
21 | COc1cc(/C=C/C(=O)c2ccc3c(c2)OCCO3)c(Cl)c(OC)c1OC | 83 | 74 | 64 | 88
28 | CC(=O)C1=CC=C(c2cc3cc(Br)ccc3oc2=O)NC1C(F)(F)F (configuration not stated) | 98 | 107 | 98 | 84
30 | C=C(C)[C@@H]1CC[C@]2(/C=C(/C#N)C(=O)ON)CC[C@]3(C)[C@H](CC[C@@H]4[C@@]5(C)CCC(=O)C(C)(C)[C@@H]5CC[C@]43C)[C@@H]12 | 64 | 99 | 87 | 100
18 | Cc1c(COc2ccc(-c3cnco3)cc2)c(C)c(COc2ccc(-c3cnco3)cc2)c(C)c1COc1ccc(-c2cnco2)cc1 | 93 | 102 | 98 | 99
16 | c1cc2ccc1CNCCN1CCNCc3ccc(cc3)Oc3ccc(cc3)CNCCN(CCNCc3ccc(cc3)O2)CCNCc2ccc(cc2)Oc2ccc(cc2)CNCC1 | 66 | -94* | 38 | -5.0*

entry | MDA-MB-435 | SK-MEL-28 | SK-MEL-2 | UACC-62
27 | x | 100 | 113 | 111
23 | 100 | 109 | 101 | 83
26 | 110 | 118 | 108 | 117
20 | 120 | 111 | 112 | 109
29 | 82 | 101 | 98 | 75
21 | 76 | 93 | 95 | 77
28 | 97 | 108 | 109 | 94
30 | 84 | 95 | 100 | 71
18 | 96 | 107 | 59 | 98
16 | -96* | 15 | -94* | -76*

The results go on:
entry | SMILES | SK-MEL-5 | LOX IMVI | UACC-257 | MALME-3M
31 | CCOC(=O)CC1(C)OCC(C)(C)CO1 | 97 | 101 | 95 | 102
32 | C=CC(=O)OCCOCc1ccccc1 | 103 | 98 | 104 | 91
33 | COc1ccc(-c2nnc(COc3ccc(C(=O)/C=C/c4ccccn4)cc3)o2)cc1 | x | 102 | 104 | 96
34 | COc1cc(/C=C/C(=N/O)c2ccc(N)cc2)cc(OC)c1OC | 92 | 107 | 87 | 97
35 | CCN1C(=O)/C(=C/c2ccc(Cl)cc2Cl)SC1=S | 107 | 96 | 84 | 86

entry | MDA-MB-435 | SK-MEL-28 | SK-MEL-2 | UACC-62
31 | 110 | 113 | x | 107
32 | 121 | 126 | 105 | 104
33 | 107 | 104 | 127 | 96
34 | 108 | 98 | 95 | 63
35 | 93 | 102 | 88 | 75
